# Assay outcomes deposited in PubChem BioAssay by National Center for Advancing Translational Sciences (NCATS).
# JMJD2E inh: JMJD2E (human) inhibition | B2RXH2 | JMJD2E catalytic domain, FDH-coupled NADH fluorescence (FDH is formaldehyde dehydrogenase) | Potency, µM (series often up to 57.1 µM), inactives show top-dose activity change, negative = inhibition, most hits filed as inhibitors | 1.6% of 230,000 active | AID 2147; active = well fitted inhibition curve with a large enough effect, not every such curve was filed as active; inconclusive = small, poorly fitted or top-dose-only effect, or another doubt; inactive = no such curve, though single readings can be large or run the other way;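 note: 0% = wells with enzyme and -100% = buffer wells without enzyme; nearly all actives have a fitted effect of over 50% in size; many of its hits are not listed in these tables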
# Target sequence (B2RXH2 1-337 limits assumed): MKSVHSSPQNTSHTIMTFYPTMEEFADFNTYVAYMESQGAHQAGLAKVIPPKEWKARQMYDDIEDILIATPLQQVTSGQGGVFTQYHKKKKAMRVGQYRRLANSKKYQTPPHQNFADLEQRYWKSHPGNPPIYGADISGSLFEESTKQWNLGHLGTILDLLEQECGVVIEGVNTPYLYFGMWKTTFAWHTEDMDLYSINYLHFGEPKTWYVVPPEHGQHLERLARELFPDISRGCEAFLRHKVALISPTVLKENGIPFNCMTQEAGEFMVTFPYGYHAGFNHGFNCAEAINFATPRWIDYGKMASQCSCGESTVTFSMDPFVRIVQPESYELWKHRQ
# Tau fibril ThT: blocks human tau fibril formation measured by thioflavin T | P10636 | recombinant tau K18 P301L, heparin-induced fibrillization, ThT fluorescence | Potency, µM (series often up to 57.4 µM), for inactives: at the highest dose activity, negative = inhibition, hits mostly inhibitors | 2.1% of 270,000 active | AID 1460; note: % is set by controls: 0 for no effect and ±100 for the full control effect; nearly all actives have a fitted effect of over 55% in size
# Target sequence (P10636 561-689 P618L limits assumed): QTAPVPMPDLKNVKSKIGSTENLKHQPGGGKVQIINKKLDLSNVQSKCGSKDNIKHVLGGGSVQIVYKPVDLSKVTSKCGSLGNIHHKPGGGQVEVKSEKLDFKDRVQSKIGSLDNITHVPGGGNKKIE
#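 ThT emission at 510 nm, taken 1 hr after adding 30 uM dye, quantifies aggregates formed when 20 uM heparin acts on human tau K18 P301L for 6 hr at 37 C.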
# LMNA splice mod: modulators of lamin A splicing; HeLa LMNA splicing GFP/RFP minigene ratio, 48 h; Potency, µM (titrated, usually from 46.1 µM), for the others: at the top dose ratio change, negative = inhibition, hits mostly inhibitors; AID 1487; 0.01% of 200,000 active; active = well fitted inhibition curve with a large enough effect in the signal ratio, with a control signal flat, not every such curve was filed as active; inconclusive = small, poorly fitted or top-dose-only effect, or effect the other way, or a change in a side signal; the % refers to the signal ratio; note: % is set by controls: 0 for no effect and ±100 for the full control effect
#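 S3 HeLa stable clones carrying a lamin A-EGFP splicing minigene plus DsRed2 were seeded at 600 cells/well in Opti-MEM with 2% FBS, pin-dosed and incubated 48 h at 37°C. Acumen cytometry (488 nm) gave the GFP/RFP total-intensity ratio.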
# L3MBTL1 inh: L3MBTL1 (human) inhibition. Q9Y468. AlphaScreen L3MBTL1–H3K9me1 peptide binding. Potency, µM (highest dose often 57.1 µM), for the others: at the highest dose activity, negative = inhibition, usual class: inhibitors. 0.66% of 230,000 active. AID 485360; note: % is set by controls: 0 for no effect and ±100 for the full control effect; nearly all actives have a fitted effect of over 60% in size
#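 L3MBTL1 (50 nM) pre-complexed 30 min with biotinylated H3(1-15)K9me1 peptide (75 nM), then compounds added for 30 min at room temperature; AlphaScreen streptavidin donor/nickel chelate acceptor beads (10 ug/mL final) read after 30 min dark incubation.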
# KinaseGlo FLuc: counter-screen: inhibitors of Kinase-Glo firefly luciferase. Potency, µM (highest dose often 38.3 µM), inactives show at the highest dose activity change, negative = inhibition, most hits filed as inhibitors. 0.28% of 200,000 active. Kinase-Glo luciferase, ATP luminescence, 8 min. AID 1379. Q27757; note: % is set by controls: 0 for no effect and ±100 for the full control effect; nearly all actives have a fitted effect of over 60% in size
#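 Compounds were added to a substrate mix at pH 7.2 (50 mM imidazole, 10 uM ATP, within the enzyme's linear range), followed by Kinase-Glo detection reagent; luminescence was measured after 8 minutes at ambient temperature.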
# RECQ1 helicase: inhibitors of human RECQ1 DNA helicase; P46063; RECQ1 DNA unwinding, red fluorescence kinetic read; Potency, µM (highest dose often 57.3 µM), for the others: top-dose activity, negative = inhibition, usual class: inhibitors; 0.54% of 240,000 active; AID 2549;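 note: plate controls were vehicle for no effect and no enzyme for full effect; nearly all actives have a fitted effect of over 30% in size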
#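 RECQ1T1 50 nM; forked duplex (20 bp + 30-nt ss tails) 200 nM, ATP 2 mM final; pH 8.0, 2 mM MgCl2, 2.5 ug/ml poly(dI-dC); 15 min compound preincubation; discontinuous kinetic read over 2 h at RT.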
# SMN2 splice up: enhancers of SMN2 splice variant expression; HEK293 SMN2-luciferase splicing reporter, luminescence, 30-36 h; AID 1458; 2.8% of 210,000 active; Potency, µM (doses to about 46.1 µM), for the others: top-dose activity change, positive = activation, most hits filed as activators; note: % of control where 0% means no effect; nearly all actives have a fitted effect of over 55% in size
#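 HEK293 cells carry an SMN2 minigene-luciferase reporter in which exon 7 inclusion puts luciferase in frame. Cells were seeded at 2000 cells/well, attached for 10-12 hours, then exposed to compounds for 30-36 hours at 37C before ONE-Glo luminescence.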
# ALDH1A1 inh: ALDH1A1 (human) enzyme inhibition. P00352. Purified ALDH1A1, NADH fluorescence, propionaldehyde substrate. Potency, µM (doses to about 75.3 µM), for the others: at the highest dose activity, negative = inhibition, most hits filed as inhibitors. 7.3% of 220,000 active. AID 1030; active = well fitted inhibition curve with a large enough effect, not every such curve was filed as active; inconclusive = small, poorly fitted or top-dose-only effect, or another doubt; inactive = no such curve, though single readings can be large or run the other way;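 note: plate controls were no enzyme wells and a reference inhibitor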
# Target sequence (P00352 whole entry, looked up): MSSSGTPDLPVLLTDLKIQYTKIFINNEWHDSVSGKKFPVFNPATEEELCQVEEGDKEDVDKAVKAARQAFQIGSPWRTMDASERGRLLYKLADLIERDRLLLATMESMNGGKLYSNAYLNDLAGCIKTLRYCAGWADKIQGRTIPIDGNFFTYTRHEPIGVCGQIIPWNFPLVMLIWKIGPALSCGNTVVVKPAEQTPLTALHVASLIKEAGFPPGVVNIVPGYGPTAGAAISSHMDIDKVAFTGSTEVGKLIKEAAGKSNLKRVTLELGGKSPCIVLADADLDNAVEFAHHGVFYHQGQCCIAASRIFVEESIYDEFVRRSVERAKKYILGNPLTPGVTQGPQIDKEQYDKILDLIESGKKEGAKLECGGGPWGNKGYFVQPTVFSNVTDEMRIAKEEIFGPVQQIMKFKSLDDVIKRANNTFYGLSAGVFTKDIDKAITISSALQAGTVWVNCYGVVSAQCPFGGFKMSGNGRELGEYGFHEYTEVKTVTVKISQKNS
# An asterisk follows results filed as active; i = inactive; ? = inconclusive; . = not tested or not shown; [ ] = dose if it differs, or a comment. Unless noted, calls come from the whole dose curve; as a rule, active = well fitted curve in the direction sought with a large enough effect; inconclusive = small, poorly fitted or top-dose-only effect, or another doubt; inactive = no such curve, though single readings can be large; an effect the other way counts as inactive or inconclusive. Potency is the fitted concentration of half-maximal effect. The list is partial, so the mix of outcomes need not match the whole.
SMILES,JMJD2E inh,Tau fibril ThT,LMNA splice mod,L3MBTL1 inh,KinaseGlo FLuc,RECQ1 helicase,SMN2 splice up,ALDH1A1 inh
O=C(COc1cccc2c1CCN(Cc1ccc(Br)cc1)C2=O)NCc1ccco1,?,?,-18.6%,-6.1%,0.6%,i,-25.9%,-3.4%
CC(C)C(O)(C#CCN1CCCCC1)C(C)C,-3.9%,-0.4%,-8.8%,5.4%,.,8.6%,.,-3.1%
Cc1ccccc1C(=O)Nc1ccc(C(=O)NNC(=O)CCCOc2ccc(Cl)cc2Cl)cc1,3.4%,-5.5%,0.7%,4.0%,-2.6%,-5.9%,10.6%,11.2%
CS(=O)(=O)N1CCC2(CC1)CN(C(=O)Nc1ccccc1)C2,.,.,.,.,-0.5%,-11.3%,3.2%,6.5%
O=Nc1c(O)n(Cc2cccc(Cl)c2)c2ccccc12,9.3%,?,-3.6%,-2.4%,-3.0%,i,-0.3%,?
CCC(=O)N1CCc2cc(S(=O)(=O)CCC(=O)Nc3ccc(CC)cc3)ccc21,7.5%,-8.5%,-11.1%,9.2%,0.8%,-2.7%,-12.5%,1.5%
CCN(CC)S(=O)(=O)c1ccc2oc(C(=O)NC(C)C)c(C)c2c1,?,-5.1%,9.3%,.,3.4%,i,-13.8%,?
COc1ccc(S(=O)(=O)N2CCCCCC2)cc1NC(=O)Cc1cc(OC)c(OC)c(OC)c1,-3.6%,-2.2%,?,3.3%,-5.3%,-6.7%,13.0%,-16.8%
Cc1c(Cl)cccc1N1CC(C)(C)C1=O,5.4%,2.2%,-9.1%[46 µM],15.4%,-4.9%,17.8µM*,0.0%,5.4%
Cc1ccc(S(=O)(=O)N2CCOCC2)cc1C(=O)NC(=S)N(Cc1ccccc1)C(C)C,11.7%,-5.6%,-0.8%,4.5%,0.0%,-0.7%,6.0%,?
COc1cc(NC(=S)Nc2ccc(OC(F)F)cc2)cc(OC)c1,?,-8.7%,.,-9.3%,.,-1.8%,.,.
Cn1nc(CC(=O)NCCN2C(=O)CSC2=O)c2ccccc2c1=O,-1.2%,0.3%,1.2%,5.8%,1.2%,-12.8%,-0.8%,5.5%
O=C(N/N=C/c1cccc([N+](=O)[O-])c1)c1ccccc1-n1cccc1,-11.6%,-4.3%,.,.,.,12.4%,.,-9.3%
Nc1nnn(CC(=O)N/N=C/c2cn[nH]c2-c2ccccc2)n1,2.2%,6.9%,.,11.6%,.,i,.,.
COc1ccccc1NC(=S)NC(NC(C)=O)C(Cl)(Cl)Cl (stereo not given),-3.0%,-8.7%,.,10.6%,.,-1.4%,.,.
CC(=O)N1CCC2(CCN(Cc3ccccc3)CC2)CC1,.,.,.,.,-3.0%,i,6.5%,2.8%
O=C(Nc1ccc(Cl)cc1)NC1CCS(=O)(=O)C1 (stereo not given),-1.2%,2.3%,-7.7%,-2.3%,-5.8%,-5.2%,4.9%,15.9%
COc1ccc(N2CCN(C(=O)c3ccc(Br)cc3)CC2)c([N+](=O)[O-])c1,-5.6%,?,4.0%[46 µM],-18.2%,-1.3%,i,-10.9%,12.6µM*
COC(=O)c1ccc(OC)c(CSc2nnc(COc3ccc(OC)cc3)o2)c1,-13.8%,-13.2%,?,12.8%,1.1%,-8.5%,-27.5%,?
Cc1noc(C)c1COc1ccc(C(=O)OCC(=O)OC(C)(C)C)cc1,-1.1%,-8.1%,7.4%[46 µM],?,3.4%,i,-8.8%,-6.9%
CC(=O)c1cccc(NC(=O)C2CCCN2S(=O)(=O)c2cccc3cccnc23)c1 (stereo not given),-3.5%,-16.7%,-11.6%,.,3.1%,-4.1%,-23.0%,-4.4%
COC(=O)[C@@]1(Cc2ccc(OC)cc2)[C@H]2c3cc(C(=O)N4CCCC4)n(Cc4ccc(O)c(OC)c4)c3C[C@H]2CN1C(=O)c1ccccc1,5.4%,-6.1%,.,.,-3.7%,-3.4%,3.5%,6.7%
CCN1CCN(C(c2ccccc2)c2nnnn2CCc2ccc(OC)c(OC)c2)CC1 (stereo not given),-1.1%,-6.9%,5.9%,-5.2%,1.2%,3.0%,-6.3%,-7.7%
Cc1nc2ccccc2c2nc(NC(=O)Cc3ccccc3)nn12,-6.8%,-2.7%,-1.2%,-17.5%[11.4 µM],1.8%,i,20.7%,-5.5%
c1ccc2c(CSCc3nc4ccccc4[nH]3)cccc2c1,7.1%,-7.1%,8.9%,-4.7%,2.3%,-6.3%,-25.7%,10.2%
COc1cccc(C(=O)Nc2cc(=O)n(C)c(=O)n2C)c1OC,0.8%,-9.2%,0.6%,5.7%,15.9%,-3.3%,6.2%,-3.2%
Cc1c(N=Cc2cccs2)c(=O)n(-c2ccccc2)n1C,?,9.1%,2.8%,-7.0%,-0.6%,-10.1%,7.5%,?
N=C(N)Cc1ccccc1Sc1ccccc1,4.8%,-9.1%,?,-2.5%,-1.8%,1.2%,-39.6%[inhibitor],-9.4%
CC1(C)CC(=O)C(C=NCC(O)c2ccccc2)=C(O)C1 (stereo not given),1.3%,-1.1%,-4.1%,-29.4%[11.4 µM],1.8%,i,22.3%,?
O=C(Cc1cccc(C(F)(F)F)c1)Nc1ccccc1,-12.1%,-4.4%,19.8%[46 µM],13.8%,0.3%,-18.1%,.,-6.4%
COc1cc(-c2nnc(CSc3nnc(Nc4ccc(Oc5ccccc5)cc4)s3)o2)cc(OC)c1OC,-0.7%,-16.5%,3.1%,-9.4%,-0.7%,i,12.6%,?
c1ccc(OCCOCCN2CCOCC2)cc1,6.2%,-7.6%,9.2%,.,3.3%,-3.8%,-5.6%,9.1%
CCOC(=O)C(=O)N1CCN(c2cc3c(cc2[N+](=O)[O-])n(C)c(=O)n3C)CC1,-2.2%,-4.6%,?,4.8%,0.2%,-14.4%,4.7%,2.3%
CN(/N=C/c1cccs1)c1cc(=O)n(C)c(=O)[nH]1,7.4%,-1.9%,-6.0%,6.9%,0.6%,-9.6%,-42.9%[inhibitor],-3.0%
C/C=C/C(=O)OCC(=O)Nc1ccc(OC)c(OC)c1,-2.3%,-6.0%,-27.3%[46 µM],-11.4%,1.2%,-16.5%,4.6%,-8.0%
CCOc1ccc(-n2c(=S)sc3c(=O)[nH]c(SCC(=O)NCc4ccco4)nc32)cc1,-0.4%,-10.1%,-2.6%,?,.,-5.0%,.,?
O=C(COC(=O)/C=C/c1ccc(Cl)cc1Cl)Nc1cc(C(F)(F)F)ccc1N1CCOCC1,18.7%,0.3%,-2.8%,-9.6%,-0.9%,-5.2%,-12.1%,16.7%
O=C(NCc1ccccn1)/C(=C/c1ccco1)NC(=O)c1ccccc1,-11.3%,-14.3%,-11.6%,9.9%,3.4%,-1.1%,12.5%,-5.4%
O=[N+]([O-])c1cccnc1Sc1n[nH]c(-c2ccc(Cl)cc2)n1,-1.3%,?,.,47.2%[activator],.,-3.9%,.,3.3%
Cc1ccc(S(=O)(=O)Nc2ccc(NC(=O)c3cccnc3)cc2)cc1,-9.8%,-7.2%,.,-9.4%,-0.8%,3.7%,.,14.1µM*
c1ccc(Cn2ncc3c(N4CCOCC4)ncnc32)cc1,0.6%,-3.8%,-1.6%,4.0%,3.1%,-2.8%,-6.4%,-6.3%
COc1ccc(CN2C(=O)/C(=C/c3ccc(-c4ccc(Cl)c(C(=O)O)c4)o3)SC2=S)cc1,12.4%,?,.,.,-0.3%,-15.6%,22.1%,?
COc1cccc(NC(=O)CS(=O)(=O)c2cn(CC(=O)N3CCOCC3)c3ccccc23)c1,2.1%,1.5%,10.8%[9.22 µM],.,-0.3%,i,-31.4%,?
FC(F)(F)c1cccc(Cc2noc(CN(Cc3ccccn3)CC3CCCO3)n2)c1 (stereo not given),2.0%,-0.3%,.,-20.6%,.,-3.6%,.,.
CC(=O)N1CCCC(C(=O)c2ccc(Oc3ccccc3)cc2)C1 (stereo not given),-11.2%,-5.3%,.,-7.9%,-1.1%,i,.,?
CSc1ccc(C(=O)C2CCCN(C(=O)c3cccnc3SC)C2)cc1 (stereo not given),-29.4%,-16.5%,27.1%[46 µM],-6.9%,-4.5%,-5.3%,.,-69.3%
COc1cc(OC)cc(OCC(O)Cn2ccnc2C)c1 (stereo not given),-3.2%,-5.1%,0.0%,2.1%[11.4 µM],0.3%,1.6%,-4.5%,2.2%
Cc1cccc(CNc2ccnc(-c3ccoc3)n2)c1,12.4%,?,-16.4%,.,-7.7%,-0.1%,-35.0%[inhibitor],12.6µM*
Nc1c(C(=O)NCc2ccc3c(c2)OCO3)c2nc3ccccc3nc2n1CCCN1CCOCC1,?,?,?,17.3%,3.5%,-14.3%,.,?
COC(=O)CSc1nc(C)cc(C(F)(F)F)c1C#N,-3.4%,-1.5%,4.8%,16.9%,-1.5%,-1.6%,6.9%,1.0%
Cn1c(=NC(=O)c2cnccn2)sc2ccccc21,-0.1%,?,-6.9%,-4.3%,-10.2%,-12.4%,12.6µM*,-14.1%
NC(=O)CCC(NS(=O)(=O)c1ccc(Cl)cc1)C(=O)NCc1ccccc1Cl (stereo not given),5.1%,8.9%,-7.1%,1.3%,-1.7%,-2.8%,0.8%,12.9%
O=C(OCc1c(Cl)nc2sccn12)c1cc2c(s1)CCCC2,-4.5%,-4.0%,14.4%,1.9%,-4.7%,i,-4.9%,9.5%
O=C(CSc1nnc2ccccn12)NCc1ccc2c(c1)OCO2,2.7%,5.6%,.,-0.4%,-3.6%,i,-8.6%,-7.0%
CCOC(=O)N1CCN(C(=O)CCn2c(=S)[nH]c3cc(OCC)c(OCC)cc3c2=O)CC1,-0.6%,-8.3%,2.7%,0.2%,-0.4%,-4.1%,-16.6%,-14.3%
COc1ccc(CCN2C(=S)N(c3ccc(Cl)cc3)C(=O)C2CC(N)=O)cc1OC (stereo not given),4.5%,-16.3%,.,5.4%,.,-2.4%,.,-8.0%
